# phage Ecoli inh = E. coli growth loss with phage present; growth absorbance; inhibition, % at 11.9 µM; 360,000 compounds, 0.26% hits; in the data active = inhibition above about 11%
# HTR5A inv ag = HTR5A inverse agonism, opioid heterodimer counter-screen | HTR5A cell line, luminescence | 340,000 compounds, 0.083% hits | inhibition, % at 9.3 µM | P47898; in the data active = inhibition mostly above about 23%, no sharp cut-off; inactive = mostly below about 18%;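 also: 0% = cells with DMSO and 100% = no-cell wells with DMSO; some compounds called inactive have numbers as strong as hits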
# AddAB inh = less growth of phage-infected E. coli with AddAB | E. coli expressing H. pylori AddAB, absorbance growth | inhibition, % at 11.9 µM | 330,000 compounds, 0.29% hits | AID 435030; in the data active = inhibition above about 12%;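 also: 0% = vehicle wells of infected cells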
# Ecoli viability = counter-screen for AddAB inhibitors: E. coli growth inhibition; E. coli V3065 growth, OD600 absorbance, 18 h; 330,000 compounds, 0.27% hits; inhibition, % at 11.9 µM;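 active = inhibition above the campaign's mean inhibition across all tested compounds plus 3 SD, cut at about 9.9% in these data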;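 also: uninfected addAB+ strain grown without phage in ampicillin broth; 0% = DMSO wells and 100% = ciprofloxacin 0.95 µg/ml wells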
# HTR5A ag ctr = counter-screen for OPRM1-OPRD1 agonists: human HTR5A agonism. P47898. HTR5A agonist assay, luminescence, cell-based. activation, % at 9.3 µM. 340,000 compounds, 0.61% hits; in the data active = activation mostly above about 9.5%, no sharp cut-off; inactive = mostly below about 7.6%;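 also: 0% = cells with vehicle only and 100% = reference agonist; strong numbers were not always called active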
# PKA-R1A activ = activates the PKA-R1A holoenzyme complex | P00514+P68181 | PKA-R1A dissociation, Cy5-IP20 fluorescence polarization; scaled: DMSO 0%, 113 µM cGMP 100% | activation, % at 11.4 µM | 340,000 compounds, 0.083% hits;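 active = percent activation above the mean of all tested compounds plus 3 SD, cut at about 19% in these data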;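 also: higher means more PKAc released from R1A so a rise in polarization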
# PfHsp90 yeast 2 = reduces growth (ATP signal) of yeast expressing P. falciparum Hsp90. S. cerevisiae expressing PfHsp90, BacTiter-Glo ATP, 48 h; yeast lacking PDR1 and PDR3 efflux regulators. AID 504621. 310,000 compounds, 0.32% hits. inhibition, % at 9.4 µM;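 active = every replicate shows inhibition above about 80%, whatever the replicate mean, limit read from the data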;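 also: 0% = DMSO neutral controls and 100% = 20 µM radicicol positive controls; yeast relying on Plasmodium falciparum Hsp90 in place of its own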
# MOR-DOR ag = OPRM1-OPRD1 heterodimerization agonism | P35372+P41143 | cells, luminescence | activation, % at 9.3 µM | 340,000 compounds, 0.3% hits; in the data active = activation above about 18%;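 also: 0% = vehicle-treated cells and 100% = reference agonist; values of inactives mirror those of a sister screen read the other way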
# Target sequence (P35372 whole entry, looked up): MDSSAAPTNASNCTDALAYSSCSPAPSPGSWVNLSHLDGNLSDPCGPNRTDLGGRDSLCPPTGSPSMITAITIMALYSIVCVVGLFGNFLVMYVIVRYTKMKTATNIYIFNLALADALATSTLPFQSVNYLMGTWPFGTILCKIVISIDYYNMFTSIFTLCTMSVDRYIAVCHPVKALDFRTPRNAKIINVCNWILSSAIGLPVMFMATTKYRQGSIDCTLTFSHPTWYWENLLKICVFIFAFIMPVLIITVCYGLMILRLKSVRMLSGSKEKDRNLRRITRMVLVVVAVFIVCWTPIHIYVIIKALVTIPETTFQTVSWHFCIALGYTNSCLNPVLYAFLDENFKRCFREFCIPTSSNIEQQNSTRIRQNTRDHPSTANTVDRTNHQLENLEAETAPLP
# Target sequence (P41143 whole entry, looked up): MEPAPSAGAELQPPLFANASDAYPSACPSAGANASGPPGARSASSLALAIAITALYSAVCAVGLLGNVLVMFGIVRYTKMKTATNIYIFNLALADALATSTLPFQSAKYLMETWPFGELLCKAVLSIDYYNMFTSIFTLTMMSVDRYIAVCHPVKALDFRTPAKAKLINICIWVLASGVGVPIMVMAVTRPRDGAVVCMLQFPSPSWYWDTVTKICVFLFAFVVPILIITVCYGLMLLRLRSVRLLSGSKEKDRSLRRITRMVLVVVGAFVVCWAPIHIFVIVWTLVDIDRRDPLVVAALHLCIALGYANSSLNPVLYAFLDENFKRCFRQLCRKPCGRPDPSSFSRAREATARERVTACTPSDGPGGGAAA
# MOR-DOR inv ag = inverse agonist of human OPRM1-OPRD1 heterodimerization | inhibition, % at 9.3 µM | cell-based MOR-DOR heterodimer luminescence, inverse agonism | 340,000 compounds, 0.21% hits; in the data active = inhibition above about 22%, passing the limit was not always enough;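 also: 0% = cells with DMSO and 100% = wells without cells with DMSO; values of inactives mirror those of a sister screen read the other way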
# Mot1-301 SUMO = inhibitors of SUMOylation pathway: yeast Mot1-301 growth rescue. S. cerevisiae Mot1-301 growth rescue, ATP luminescence, 38.5C; percent above DMSO median, 100 means doubled. growth rescue, % at 18.8 µM. 320,000 compounds, 1% hits. AID 2716;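 active = every valid replicate shows activation above 250% relative to neutral control wells; inactive = the rest, any valid replicate at or below 250%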;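 also: OY570 slx delta 5 strain wells were the positive control but not used for scaling; some compounds called inactive have numbers as strong as hits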
# DSG3 Ab inh = inhibitors of pemphigus antibody binding to human desmoglein-3. P32926. DSG3-coupled beads, scFv-anti-DSG3-GFP binding, flow cytometry; hits give low values. binding (percent of control), % at 10 µM. 310,000 compounds, 0.48% hits. AID 588358;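 active = binding more than 3 SD below its plate's average and above zero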;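 also: hits lower antibody fragment binding to DSG3; some compounds called inactive have numbers as strong as hits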
# * marks the source's active call; other numbers are inactive results; . = not tested or not shown. Rows are unselected. About 3.2% of those tested had a hit in this group.
SMILES,phage Ecoli inh,HTR5A inv ag,AddAB inh,Ecoli viability,HTR5A ag ctr,PKA-R1A activ,PfHsp90 yeast 2,MOR-DOR ag,MOR-DOR inv ag,Mot1-301 SUMO,DSG3 Ab inh
O=C(NC(=S)Nc1ccc(NC(=O)c2ccco2)cc1)c1ccccc1,6.0,-25,-0.5,-1.3,4,-9,9,3.8,-26,-34,95
CN(CC(=O)Nc1ccc(Cl)cc1)c1ccc(S(=O)(=O)N2CCCCC2)cc1[N+](=O)[O-],-0.3,-11,5.8,2.6,3,-4,8,3.6,-19,-2,101
N/C(=N\S(=O)(=O)c1cccs1)c1ccccc1,3.4,1,2.6,0.4,-1,-2,-14,-1.5,6,-10,98
CC(C)C(=O)NN(C(=O)C(C)C)c1nc2ccccc2s1,1.9,5,0.2,-0.3,-7,4,5,-1.3,7,326,.
CCOC(=O)C1=C(C)N=c2s/c(=C\c3ccc(OCC(=O)O)cc3)c(=O)n2C1c1ccccc1OC (stereo unspecified),1.0,4,0.9,-0.5,-1,7,8,-2.2,11,8,95
Cc1ccc2c(c1)nnn2C1CCN(C(=O)C23CC4CC(CC(C4)C2)C3)CC1,3.7,-1,2.8,-0.2,1,0,.,1.1,-7,15,.
Cc1nn(C(=O)c2c([N+](=O)[O-])cnn2C)c(C)c1Cl,2.1,-17,0.5,-1.5,5,1,3,0.6,-3,8,104
Clc1ccc(Nc2c3c(nc4ncnn24)CCC3)cc1,0.2,-14,0.2,-2.5,5,-8,26,-2.6,13,-8,.
CCCC(=O)Nc1nc(C)c(-c2csc(Nc3ccccc3OC)n2)s1,1.9,-8,1.6,-2.3,-2,13,2,0.3,-2,101,100
Cc1cc(C)cc(-n2cc(C(=O)O)c(=O)cc2C)c1,5.0,-1,2.5,1.6,1,-4,11,-0.3,2,255,94
Cc1cc(C)n(-c2nc3c(c(=O)[nH]c(=O)n3C)n2C(C)C)n1,1.6,4,4.2,2.2,-1,-11,-4,-2.5,14,-14,98
CCOC(=O)c1c(C=O)c2ccccc2n1CC,3.2,-2,3.0,-0.1,1,0,-25,-2.1,11,8,100
COc1ccc2c3c(cccc13)OCC2=O,2.6,-7,2.6,-1.0,-1,1,8,3.1,-14,-4,102
Cc1cccn2c(CN3CCCN(C=O)CC3)c(C(=O)N(C)CCc3ccccc3)nc12,2.6,7,3.5,0.4,-3,2,12,6.1,-32,-2,98
O=C(c1cc2cc(Br)ccc2oc1=O)N1CCCC1,1.9,19,1.6,-1.9,4,11,-5,-0.1,1,-17,99
COc1cccc(NC(=O)c2cn(C)c(=O)c3cc(OC)c(OC)cc23)c1,1.7,3,5.4,-0.9,2,-1,-13,0.8,-3,-1,107
CCCNC(=O)c1ccc2c(c1)CCN2S(C)(=O)=O,0.8,-10,-0.3,1.4,4,-7,-19,-3.5,20,-7,116
CC1Cc2ccccc2N1C(=O)C1CC(=O)N(c2ccccc2)C1 (stereo unspecified),2.8,-7,2.1,0.9,3,6,-32,-1.8,9,9,108
C/C(=N\Nc1ncc(Cl)cc1Cl)c1ccccn1,.,2,.,.,-1,11,108*,-4.3,23,.,112
O=C(CSc1nnc(COc2ccc(Cl)cc2)o1)N1CCN(c2ccccc2)CC1,2.9,9,0.0,-1.9,-3,-2,-2,-1.8,9,25,106

# Two compounds from above, limited to phage Ecoli inh:
SMILES	phage Ecoli inh
CCCNC(=O)c1ccc2c(c1)CCN2S(C)(=O)=O	0.8
CC1Cc2ccccc2N1C(=O)C1CC(=O)N(c2ccccc2)C1 (stereo unspecified)	2.8

# Next records
SMILES,phage Ecoli inh,HTR5A inv ag,AddAB inh,Ecoli viability,HTR5A ag ctr,PKA-R1A activ,PfHsp90 yeast 2,MOR-DOR ag,MOR-DOR inv ag,Mot1-301 SUMO,DSG3 Ab inh
COC1=NC2=NCCN2C(OC)=N1,1.5,4,.,.,-1,-4,.,-1.8,10,.,98
NC(=O)c1ccc(C(=O)N/N=C(/Cc2ccccc2)c2ccccc2)cc1,3.1,-20,.,.,-1,0,25,-0.7,3,-2,105
COc1cccc(-c2nnn(CCC(=O)O)n2)c1,1.0,-4,2.9,0.9,1,-3,.,-1.9,10,8,90
O=C(Oc1cccc2cccnc12)c1cccs1,-0.2,-18,0.0,-0.3,1,5,-5,3.0,-17,-31,120
Cc1noc(C)c1CSCC(=O)Nc1cc(C(F)(F)F)ccc1N1CCOCC1,-0.6,18,0.3,-1.6,-7,-3,4,-2.4,10,-1,.
O=[N+]([O-])c1ccc(Nc2ccc(Cl)cc2)nc1,2.7,.,-1.2,1.4,.,.,-9,.,.,57,.
O=C(c1ccccc1)N1CCC(O)(c2ccc3c(c2)OCO3)CC1,1.1,-7,-2.0,-1.4,2,-10,5,0.1,0,11,111
O=C(NC(=O)c1ccccc1)OCCN1C(=O)c2ccccc2C1=O,3.4,8,3.2,1.4,-4,-6,-6,-2.1,10,13,106
Cc1ccc(NC(=O)c2sccc2-n2cccc2)c(Cl)c1,4.9,7,3.0,0.7,3,-7,-37,4.4,-30,-5,105
COc1ccc2c3c(cccc13)N(C)N=C2C,-2.1,-13,-3.0,-4.9,4,-1,20,0.9,-4,-11,102
CC1(C)COC(Cn2c3ccccc3c3ccccc32)O1 (stereo unspecified),0.1,-3,2.1,-1.4,-3,-4,-11,2.9,-15,22,107
O=C(CSc1ncn(-c2ccccc2)n1)N1CCc2ccccc21,1.4,-26,2.0,3.0,-3,1,13,-0.4,3,-26,91
O=C(CN1CCC(NC(=O)Cc2ccccc2)CC1)Nc1ccccc1Br,2.3,-5,3.0,-1.5,2,8,9,0.8,-4,.,105
COc1ccc(NC(=O)Nc2ccccc2F)c(C)c1,1.8,18,4.0,0.3,4,-12,4,-0.3,2,-10,103
O=C(NC(=S)NCCCN1CCOCC1)c1cccc2ccccc12,2.2,40,-0.3,0.3,0,-8,2,-1.0,5,34,103
COc1ccc(N2CCN(C(=S)Nc3cccc(OC)c3)CC2)cc1,1.2,1,-1.6,0.5,0,2,-3,-1.6,8,15,117
Fc1ccc(/C=N\Nc2cccc(F)c2)cc1,0.4,-15,3.5,0.7,6,1,22,-3.0,15,-17,116
Cc1ccc(CNC(=O)C2CCCN2C(=O)Nc2cccc(Cl)c2)cc1 (stereo unspecified),0.8,-14,2.3,0.7,5,2,-22,-1.2,6,10,111
Cc1ccc(C(=O)N/C(=C/c2cccs2)C(=O)NCCCn2ccnc2)cc1,2.7,9,-2.0,-2.0,-3,-2,-6,-3.6,22,-14,89
Cc1ccc(NC(=O)CCCn2c(=S)[nH]c3ccsc3c2=O)cc1C,5.2,12,2.5,3.6,-3,2,-10,-2.8,14,-4,.
O=C(c1ccco1)N1CCN(S(=O)(=O)/C=C/c2ccccc2)CC1,1.1,1,-0.9,-1.6,0,-5,9,-1.8,9,-1,95
CC1CCCN(C2=C(NS(=O)(=O)c3ccc(Br)cc3)C(=O)c3ccccc3C2=O)C1 (stereo unspecified),3.0,-21,-1.4,-2.0,5,-9,-3,7.0,-37,-45,99
CC(=O)Nc1ccc(NC(C)=O)s1,2.2,-8,-0.2,-1.0,1,-5,-14,0.1,0,123,96
COc1cccc(OC)c1NC(=O)Cn1nc(-c2ccc3c(c2)OCCO3)ccc1=O,-1.0,-13,3.0,1.1,5,-9,12,-1.9,12,-2,.
O=C(Nc1cccc2c1C(=O)NC2=O)c1cccnc1Cl,2.9,-9,6.8,0.3,3,-18,31,-3.8,17,5,101
COc1ccc(C(=O)CC(=O)C(=O)Nc2cccc(C(C)=O)c2)cc1,-1.4,-33,-0.7,-3.9,9,5,35,-1.6,8,-15,107
CSCCC(NC(=O)c1ccco1)C(=O)NCC1CCCCC1 (stereo unspecified),1.5,-3,-0.3,-0.2,-1,-1,.,-0.7,3,-1,100
CCN(C(=O)COC(=O)CSc1ccccc1)c1c(N)n(Cc2ccccc2)c(=O)[nH]c1=O,2.4,7,-0.5,1.2,-2,-9,20,-3.0,15,-2,100
Cc1ccc(NC(=O)COC(=O)[C@@H]2CC(O)CN2S(=O)(=O)c2ccc3c(c2)OCCO3)cc1 (stereo partly specified),2.0,5,3.9,-0.9,-2,-6,-17,-2.1,9,12,106
O=C(NN=Cc1cccc([N+](=O)[O-])c1)c1cccc2ccccc12,0.0,-25,.,.,6,-1,-17,1.9,-8,.,96
CCc1ccc2c(c1)C(c1ccncc1)=NNC(c1ccccc1)=N2,3.6,-13,2.4,0.2,5,4,.,0.2,-1,20,88
NC(CSC1(c2ccccc2)c2ccccc2-c2ccccc21)C(=O)O (stereo unspecified),3.0,-6,.,.,2,-1,-30,-0.1,0,.,94
Cc1ccc(OCC(=O)NNC(=O)c2cc3ccccc3o2)cc1,3.3,-22,1.7,-1.8,0,3,-6,-1.9,11,-10,101
CC(=O)Nc1cc(=O)c2cccnc2[nH]1,0.2,-10,.,.,2,-2,-10,-1.1,6,.,73*
C[C@@]12C(=O)N(Cc3ccccc3)CC(=O)N1[C@H]1c3cc(Cl)ccc3OC[C@@H]1[C@@H]2c1ccccc1,4.4,0,2.8,0.7,1,-13,3,-1.7,10,9,102
COc1ccc(C)cc1NC(=O)C(NCC1CCCO1)c1ccccc1 (stereo unspecified),1.0,19,3.2,-0.2,2,-8,29,-4.5,23,-6,85
Cc1cc(C)n(-c2ccc(C(=O)Nc3ccc4c(c3)OCO4)cc2)n1,2.3,14,0.8,1.7,-5,-22,-25,-2.4,14,-16,104
c1ccc(-c2csc(=Nc3cccnc3)n2CC2CCCO2)cc1 (stereo unspecified),5.2,-1,-0.3,0.4,0,1,-2,0.0,0,1,105
O=C(NCc1ccc2c(c1)OCO2)c1ccc(CSCc2ccc(Cl)cc2)o1,0.9,-5,1.7,2.4,2,-6,-26,-1.7,9,.,.
CCn1c2ccccc2c2cc(NC(=O)CSc3nnc(-c4ccccc4)o3)ccc21,3.3,-22,0.2,1.4,8,-3,-11,-0.9,5,.,95
CC(=O)N1c2ccc(S(=O)(=O)N3CCC(C(=O)Nc4cccc(Cl)c4)CC3)cc2CC1C (stereo unspecified),0.6,-22,2.7,-1.7,-3,-6,22,2.3,-12,-4,108
CC(=O)c1ccc(-c2cccc(-c3cc(=O)oc4ccc(C(C)(C)C)cc34)c2)cc1,0.0,12,-1.1,0.9,-3,-5,20,-3.2,16,.,102
O=C(Cn1cnc2c(nnn2-c2cccc(F)c2)c1=O)Nc1ccc2c(c1)OCCO2,-1.4,2,-1.0,-1.5,1,9,6,-1.5,8,-1,.
Cc1ccccc1NC(=O)Cc1nc(COC(=O)c2ccc([N+](=O)[O-])cc2)cs1,6.7,11,.,.,0,-7,-1,2.0,-10,.,103
COc1ccccc1C(=O)Nc1ccccc1N1CCN(C(=O)c2ccc(Cl)cc2)CC1,0.7,-24,0.1,-1.7,3,-4,-29,-1.3,7,-16,.
